FBPA Giardia inh: blocks Giardia fructose-bisphosphate aldolase activity | purified Giardia FBPA | Potency, µM (series often up to 59.6 µM), for inactives: at the top dose activity, negative = inhibition, most hits filed as inhibitors | 290,000 tested, 0.71% active | AID 2451; note: potency is the fitted concentration of half-maximal effect; nearly all actives have a fitted effect of over 55% in size
Target sequence (A8B2U2 whole entry, looked up): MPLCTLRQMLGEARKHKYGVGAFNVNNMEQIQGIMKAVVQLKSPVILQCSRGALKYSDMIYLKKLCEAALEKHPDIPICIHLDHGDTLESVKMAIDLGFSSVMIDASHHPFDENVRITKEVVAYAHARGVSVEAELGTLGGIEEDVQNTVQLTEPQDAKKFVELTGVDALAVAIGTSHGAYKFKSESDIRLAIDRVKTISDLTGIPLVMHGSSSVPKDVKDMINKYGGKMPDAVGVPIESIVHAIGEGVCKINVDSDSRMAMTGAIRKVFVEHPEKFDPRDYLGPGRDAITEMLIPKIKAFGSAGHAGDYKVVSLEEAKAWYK
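40 nM FBPA preincubated 10 min at RT with compound (up to 57.5 uM final), then substrate plus GAPDH/TPI/NAD/arsenate coupling and diaphorase/resazurin added. Fluorescence read after 20 min at RT, 525/598 nm.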
AMA1-RON2 inh: AMA1-RON2 (P. falciparum) interaction inhibition; Potency, µM (doses to about 58.2 µM), for inactives: at the highest dose activity change, negative = inhibition, usual class: inhibitors; 360,000 tested, 0.2% active; AID 720542; AlphaScreen AMA1-biotinylated RON2 peptide binding;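 note: potency is the fitted concentration of half-maximal effect; 0% = vehicle wells and -100% = peptide control; nearly all actives have a fitted effect of over 45% in size; some results filed as inactive show a strong effect at the top dose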
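AMA1 (3D7) with his tag at 25 nM final met compounds first, then biotinylated RON2 peptide at 25 nM; detection used donor plus acceptor beads, 10 µg/mL apiece, read by AlphaScreen after 30 min at room temperature.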
HCMV antiviral: blocks human cytomegalovirus replication | HFF cells, HCMV-luciferase reporter, 72 h; hits give low values | activity change, negative = inhibition, % at 57.5 µM | 410,000 tested, 4.5% active | AID 1259415; in the data active = activity change below about -60%; inconclusive = no clear call, values can overlap the other calls; inactive = above about -39%
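Two-dose cell screen: HFF monolayers treated with compounds and infected with luciferase-expressing HCMV at 1 PFU/cell, 72 h at 37C, then lysed for luciferase measurement.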
Sm TGR inh: inhibitors of Schistosoma mansoni thioredoxin glutathione reductase; Q962Y6; purified TGR, DTNB reduction, TNB absorbance 405 nm; Potency, µM (highest dose often 114 µM), for the others: top-dose activity change, negative = inhibition, actives largely listed as inhibitors; 360,000 tested, 3% active; note: potency is the fitted concentration of half-maximal effect; nearly all actives have a fitted effect of over 60% in size
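First, TGR (20 nM dispensed) and NADPH were mixed with compound. Second, a 15 min room-temperature incubation followed. Third, further NADPH and then DTNB were added to start the reaction. Finally, TNB absorbance was monitored kinetically.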
AmpC inh detg: blocks E. coli AmpC beta-lactamase in detergent assay; P00811; AmpC hydrolysis of nitrocefin, absorbance 480 nm, 0.01% Triton; Potency, µM (top dose mostly 114 µM), for the others: top-dose activity change, negative = inhibition, actives largely listed as inhibitors; 370,000 tested, 0.041% active;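 note: potency is the fitted concentration of half-maximal effect; 0% = no-compound wells and -100% = no-enzyme wells; nearly all actives have a fitted effect of over 25% in size; some results filed as inactive show a strong effect at the top dose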
Target sequence (P00811 whole entry, looked up): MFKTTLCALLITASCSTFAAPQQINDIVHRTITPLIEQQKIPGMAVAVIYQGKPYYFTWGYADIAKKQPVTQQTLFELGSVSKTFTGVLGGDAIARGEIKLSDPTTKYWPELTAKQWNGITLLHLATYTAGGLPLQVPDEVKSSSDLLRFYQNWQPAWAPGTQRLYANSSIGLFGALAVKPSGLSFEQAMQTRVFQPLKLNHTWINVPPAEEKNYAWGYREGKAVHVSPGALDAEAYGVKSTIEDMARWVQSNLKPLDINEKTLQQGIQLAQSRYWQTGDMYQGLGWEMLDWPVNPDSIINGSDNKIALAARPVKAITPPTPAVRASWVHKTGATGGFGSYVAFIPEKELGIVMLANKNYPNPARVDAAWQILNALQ
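AmpC (5.3 nM in the dispensed reagent) in 20 mM phosphate pH 7.0 with 0.01% (detergent screen) or 0.0001% Triton X-100 was preincubated with compounds for 15 min at room temperature. Nitrocefin was then added from an 800 uM solution, and hydrolysis was followed at 480 nm.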
HCV inhibitor: blocks hepatitis C virus; Huh7.5.1 HCVcc-Cre infection, luciferase reporter, 44 h; Potency, µM (doses to about 41.8 µM), inactives show at the highest dose activity change, negative = inhibition, most hits filed as inhibitors; 340,000 tested, 3.4% active; AID 651820; note: potency is the fitted concentration of half-maximal effect
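HCVcc-Cre virus at an moi near 0.5 was added right after compound to cells cultured 4 h from seeding (1,000 cells/well). Luciferase activity was determined 44 h later, 15 min after substrate addition at RT.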
An asterisk follows results filed as active; ? = inconclusive; / = not tested or not shown; & = joins results of further samples; [ ] = another dose, or the depositor's remark. Unless noted, calls come from the whole dose curve; as a rule, active = well fitted curve in the direction sought with a large enough effect; inconclusive = small, poorly fitted or top-dose-only effect, or another doubt; inactive = no such curve, though single readings can be large; an effect the other way counts as inactive or inconclusive. Unless noted, % is set by controls: 0 for no effect and ±100 for the full control effect.

SMILES | FBPA Giardia inh | AMA1-RON2 inh | HCMV antiviral | Sm TGR inh | AmpC inh detg | HCV inhibitor
Cc1cccc(NC(=O)c2ccc(CN3CC(=O)N4CCCCC4C3=O)cc2)c1C (configuration not stated) | / | / | 11 | -5% | 3% | /
CN(CCc1ccccn1)C(=O)CN(C)S(=O)(=O)c1ccc2c(c1)c(=O)n(C)c(=O)n2C | 2% | -14% | -13 | 0% | -9% | 2%
Cc1cccc(C)c1N(CC(=O)NCc1ccccc1)C(=O)c1csnn1 | 5% | 3% | -1 | -10% | 0% | 12%
O=C(CSc1nc(-c2ccc(F)cc2)nc2c1Cc1ccccc1O2)Nc1cccc(C(=O)O)c1 | 3% | -8% | 17&18 | -4%&-4% | ? | 16%&1%
COc1ccc([N+](=O)[O-])cc1NC(=O)CSCc1ccccc1C | -6% | -10% | -14 | 0% | 0% | 0%
O=C(CCc1nnc2n(Cc3ccc(F)cc3)c(=O)c3ccccc3n12)NCCN1CCOCC1 | -7% | 0% | 6 | 4% | ? | 13%
COc1ccc(CCN2CCCn3c2nc2c3c(=O)n(C)c(=O)n2C)cc1OC | 11% | 1% | 75 | 15% | 1% | -9%
COc1ccc(-n2ncc3c2CC(C)(C)CC3NC(=O)c2ccoc2C)cc1 (configuration not stated) | / | -2% | -6 | ? | -1% | ?
Cc1ccc(C)c(NC(=O)CN2C(=O)c3cccc4cccc2c34)c1 | / | / | -3 | -2% | 0% | /
Nn1c(SCC(=O)Nc2ccc(Oc3ccccc3)cc2)nnc1C1CC1 | -6% | 31%[activator] | -21 | -11% | ? | 7%
O=C1CNC(=O)N1 | -19% | -10% | -7 | 9% | -8% | -8%
O=C(NCC12CC3CC(CC(C3)C1)C2)c1cc2nc(-c3ccc(F)cc3)cc(C(F)(F)F)n2n1 | / | / | 2 | -3% | 2% | /

Given as tab-separated lines: entries from further up.
SMILES	FBPA Giardia inh	AMA1-RON2 inh	HCMV antiviral	Sm TGR inh	AmpC inh detg	HCV inhibitor
Nn1c(SCC(=O)Nc2ccc(Oc3ccccc3)cc2)nnc1C1CC1	-6%	31%[activator]	-21	-11%	?	7%
O=C1CNC(=O)N1	-19%	-10%	-7	9%	-8%	-8%
Cc1cccc(NC(=O)c2ccc(CN3CC(=O)N4CCCCC4C3=O)cc2)c1C (configuration not stated)	/	/	11	-5%	3%	/
COc1ccc([N+](=O)[O-])cc1NC(=O)CSCc1ccccc1C	-6%	-10%	-14	0%	0%	0%
O=C(NCC12CC3CC(CC(C3)C1)C2)c1cc2nc(-c3ccc(F)cc3)cc(C(F)(F)F)n2n1	/	/	2	-3%	2%	/

Remaining list, next part.
SMILES | FBPA Giardia inh | AMA1-RON2 inh | HCMV antiviral | Sm TGR inh | AmpC inh detg | HCV inhibitor
CC1Cc2cc(-c3csc(NC(=O)Cc4cccs4)n3)ccc2N1S(C)(=O)=O (configuration not stated) | -8% | -12% | -100* | 5% | 1% | 6.3µM*
COc1ccc(S(=O)(=O)N2CCCCCC2)cc1C(=O)N(C)Cc1ccc(C)cc1 | / | 14% | -36 | 4% | -13% | ?
COc1ccc(C(=O)Oc2cc(/C=N/NS(=O)(=O)c3ccccc3)ccc2OC)cc1 | -1% | -8% | 60 | 7% | -4% | -13%
CCOC(=O)c1ccc(-c2ccc(/C=N/NC(=O)c3cncc(Br)c3)o2)cc1 | 5% | 12% | 58 | 21% | -1% | -25%
Clc1cccc(Cl)c1Cn1cnc(=NCc2ccco2)c2[nH]cnc21 | 3% | -23% | -71* | -30% | -25% | -12%
CN(Cc1cn(C)nc1-c1ccc(Oc2ccccc2)cc1)C1CCOC1 (configuration not stated) | 0% | -12% | -13 | -9% | 7% | -4%
CCOc1cc(C(=O)OCc2cc(=O)n3c(C)csc3n2)ccc1OC | / | 0% | 14 | / | / | ?
CN1CCc2c(sc(/N=C/c3cc(C(C)(C)C)ccc3O)c2C#N)C1 | -24% | -11% | -1 | -4% | -4% | -12%
CCC(c1nnc(SCC(=O)Nc2ccc(N3CCOCC3)cc2)n1Cc1ccccc1)N(C)C (configuration not stated) | / | -21% | -30 | -13% | -15% | 33%[activator]
COc1cc2c(cc1NC(=S)NC(=O)/C=C/c1ccco1)oc1ccccc12 | -1% | -27% | 41 | -11% | ? | ?
CNCc1nc2ccccc2[nH]1 | -6% | 53%[activator] | 42 | / | -9% | 12%
Cc1ccc(N(C)C(=O)c2cc(S(=O)(=O)N3CCc4ccccc43)cn2C)cc1 | -1% | 0% | -30 | 27% | 2% | ?

Among those listed so far, two contain a thiophene ring, fused or not.
SMILES | FBPA Giardia inh | AMA1-RON2 inh | HCMV antiviral | Sm TGR inh | AmpC inh detg | HCV inhibitor
CC1Cc2cc(-c3csc(NC(=O)Cc4cccs4)n3)ccc2N1S(C)(=O)=O (configuration not stated) | -8% | -12% | -100* | 5% | 1% | 6.3µM*
CN1CCc2c(sc(/N=C/c3cc(C(C)(C)C)ccc3O)c2C#N)C1 | -24% | -11% | -1 | -4% | -4% | -12%

Carrying on.
SMILES | FBPA Giardia inh | AMA1-RON2 inh | HCMV antiviral | Sm TGR inh | AmpC inh detg | HCV inhibitor
COc1ccc2nc(SC(C)C(=O)NC3CCCCC3)[nH]c2c1 (configuration not stated) | / | -7% | -9 | 9% | -3% | -20%
CC(=O)N1CCN(c2ccc(NC(=O)c3ccccc3Br)cc2Cl)CC1 | -14% | -4% | -25 | -15% | -5% | -6%
O=C1c2ccc(-c3ccc(F)cc3OCc3ccccc3)cc2S(=O)(=O)c2cccc(C(=O)N3CCN(c4ncc(Cl)cc4Cl)CC3)c21 | / | -1% | -4 | / | / | ?
CCOC(=O)c1cnc(NCc2ccccc2)nc1C | 1% | -11% | 1 | -28% | ? | ?
COc1cc(C(=O)NCC(=O)NC(C)c2ccc(-n3ccnc3)cc2)cc(OC)c1OC (configuration not stated) | / | -19% | -7 | -4% | ? | 11%
Cc1oc(-c2ccccc2F)nc1CSCC(=O)NC1CC1 | -3% | -10% | -17 | -17% | -14% | 7%
COC(=O)C1=COC(OC2OC(CO)C(O)C(O)C2O)C2C1C=CC2(O)CO (configuration not stated) | -9% | -22% | 7 | 4% | 1% | -2%
COc1ccc2oc(=O)c(C(=O)Oc3ccc(NC(C)=O)cc3)cc2c1 | -3% | -2% | -25 | 2% | 2% | 12%
Cc1ccc(/C=C(\C#N)C(=O)NCC2CCCO2)o1 (configuration not stated) | -4% | 6% | ? | -12% | 1% | 3%
COc1ccc(OCC(=O)N2CCN(C3CCC(c4ccccc4)CC3)CC2)cc1 (configuration not stated) | -22% | ? | 48 | ? | -2% | ?
Nc1nc(NC(=O)C(Cl)(Cl)Cl)nn1-c1ccccc1 | -3% | -2% | 3 | 1% | ? | -3%
Cc1ccc(NC(c2nnc(-c3ccccc3)o2)c2ccccc2F)c([N+](=O)[O-])c1 (configuration not stated) | / | / | 52 | -1% | -2% | /
COc1ccc(NC(=O)C2CCN(C(=O)Cc3ccccc3)CC2)c(OC)c1 | 1% | ? | -28 | 5% | 10% | -14%
Cc1cc(/C=C(\C#N)c2nc3ccccc3[nH]2)c(C)n1C | -3% | -6% | 74 | -3% | -14% | ?
COc1ccc(C(=O)CCc2ccc(OC)c(OC)c2)cc1 | / | -1% | -80* | / | / | ?
Cc1ccc(CNC(=O)c2ccc3c(c2)S(=O)(=O)c2ccccc2C3=O)o1 | / | -29% | 14 | / | / | -7%
Cc1ccc(SCC(=O)NC(=O)NCc2ccccc2)c(C)c1 | 9% | -8%[11.6 µM] | -15 | -2% | -1% | 24%
CCn1cc(C(=O)NCCC(C)C)c(=O)c2cc(F)c(N3CCN(C)CC3)cc21 | 2% | 1% | 59 | -4% | 2% | ?
O=C(C1CCCO1)N1CCN(S(=O)(=O)c2ccc(F)cc2)CC1 (configuration not stated) | / | -9% | -21 | -2% | 0% | 28%
Cc1cccc(NC(=S)NNC(=O)c2ccccc2Br)c1 | 26% | -1% | 29 | -10% | ? | ?
CC1CCN(c2ncnc3c2nnn3C)CC1 | / | / | 0 | 13% | 2% | /
Cc1cc(NC(=O)NC(=O)c2cccc(OC(F)(F)C(F)F)c2)n[nH]1 | 9% | 9% | 24 | -3% | 1% | -8%
CC(Sc1nc(N)c2c3c(sc2n1)CSC(C)(C)C3)C(=O)Nc1ccccc1 (configuration not stated) | -2% | -2% | ? | -5% | -14% | ?
Cc1cc(C)c([N+](=O)[O-])cc1NC(=O)CCS(=O)(=O)c1ccccc1 | 2% | 7% | -37 | -3% | 4% | -13%
Cn1c(=O)n(C)c2cc(N3CCOCC3)c(NC(=O)c3ccc(Cl)cc3)cc21 | / | / | -4 | 0% | -7% | /
Cn1cnnc1SCC(=O)Nc1sccc1C#N | 2% | 2% | 11 | -2% | 4% | 18%
COc1ccc(Cl)cc1NC(=O)CN(c1cccc(C)c1C)S(C)(=O)=O | / | / | ? | 5% | 8% | /
COC(=O)c1cn(Cc2ccccc2C)nn1 | 6% | -18% | -27 | 6% | 4% | 15%
COCCCNC(=O)CN(c1cc(Cl)cc(Cl)c1)S(C)(=O)=O | -3% | 9% | 5 | 6% | -11% | 0%
Cc1ccc(-c2cc(C(=O)Nc3cccnc3)[nH]n2)c(O)c1C | -3% | 62%[activator] | -9 | 0% | 3% | -19%
Cc1cc(C(=O)Nc2nc3c(s2)CCCC3)no1 | -4% | -10% | 18 | 9% | 16% | -11%
COc1c2ccoc2c(OC[C@@H](O)C(C)(C)O)c2oc(=O)ccc12 | -1% | -3% | 18 | -11% | ? | -4%[8.37 µM]
O=C(O)CCCCCNC(=O)CCn1cnc2ccccc2c1=O | 7% | 2% | 37 | 3% | 1% | 17%
Cc1nnc(SCSc2nnc(C)s2)s1 | 1% | 2% | 11 | 2% | ? | 12%
Oc1ccccc1N1CCN(CC(O)COC2CCCc3ccccc32)CC1 (configuration not stated) | ? | 12% | -3 | 4% | -3% | -25%
COc1cc(C)c(CN2CCSCC2)cc1C | -22% | -8% | 11 | -3% | -2% | 6%
O=C(Nc1ccc(Cl)cc1F)c1cccc2ccccc12 | -4% | -2% | 76 | 4% | ? | -20%
FC(F)(F)c1ccccc1Nc1nccs1 | -5% | -6% | -10 | 7% | -14% | -4%
O=C(CN(Cc1ccco1)C(=O)CNS(=O)(=O)c1ccc(F)cc1)NCc1ccco1 | / | 6% | -1 | 0% | 2% | -2%
CC1=C([N+](=O)[O-])C(c2ccc3c(c2)OCO3)N(C)C(=O)N1C (configuration not stated) | -1% | -2% | 5 | 3% | ? | 17%
C/C(=N\N=C(/N)SC1CC(=O)N(c2cccc(Cl)c2)C1=O)c1cccs1 (configuration not stated) | -2% | -6% | 43 | 11% | -5% | 24%
CC(C)(C)CC(=O)Nc1ccc(-c2nnc3n2CCCCC3)cc1 | 3% | 8% | 21 | 3% | -2% | 10%
Cc1ccccc1CN1CCN(C(C)C(=O)NNC(=O)c2ccc(F)cc2)CC1 (configuration not stated) | / | 70%[activator] | 16 | -11% | -5% | 5%
Cc1ccc2[nH]c(O)c(N=NC(=O)C3CC3c3ccccc3)c2c1Br (configuration not stated) | 2% | 3% | ? | -13% | -2% | -1%
COc1ccc(OC)c(NC(=O)COC(=O)CCS(=O)(=O)c2ccc(Cl)cc2)c1 | / | 25%[11.6 µM] | 94 | / | / | 30%[activator]
